# aSyn tox rescue: qHTS of alpha-syn Inhibitors: NCGC Sytravon Library Screen. S. cerevisiae alpha-synuclein toxicity rescue, BacTiter-Glo growth, 24 h. Potency, µM (top dose mostly 46.1 µM), for inactives: at the top dose growth rescue (activation), hits mostly activators. 0.02% of 94,000 active; active means well fitted activation curve with a large enough effect; inconclusive means small, poorly fitted or top-dose-only effect; further: 0% is about no effect
#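 Growth restoration measured by BacTiter-Glo luminescence after 24 hr at 30 deg C; alpha-synuclein yeast, raffinose-pregrown to mid-log, were added at OD600=0.02 in galactose medium onto pinned compounds.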
# The depositor's hits bear a star; ? = inconclusive; & = joins results of further samples; [ ] = another dose, or the depositor's remark. Potency means the concentration at half of the fitted maximal effect.
SMILES,aSyn tox rescue
COC(=O)c1ccc(NC(=O)Cn2c(-c3nonc3N)nc3ccccc32)cc1,-12%
CC(C)(C)C(=O)Nc1ccc2nc(SCCOc3ccccc3Cl)sc2c1,-5%
Cc1ccc(C(=O)NCC2CCCN2S(=O)(=O)c2ccc(C)cc2)cc1 (stereo not given),-1%
O=c1nc2ccccc2c2n1CC(CN1CCN(C(c3ccccc3)c3ccccc3)CC1)N2 (stereo not given),9%
Cc1cn2c(=O)c(S(=O)(=O)Nc3ccc(OC(F)(F)F)cc3)c(C)nc2s1,?
CCOC(=O)c1cccc(NC(=O)CC2C(=O)N(c3ccccc3)C(=O)N2Cc2ccco2)c1 (stereo not given),0%
COc1ccc(NC(=O)C[C@H]2C(=O)N(C3CCCCC3)C[C@@H]2c2ccccc2)cc1,7%
CCc1ccccc1NC(=O)Cn1c(=O)n(-c2ccc(C)c(C)c2)c(=O)c2oc3ccccc3c21,0%
CCOc1ccc2c(c1)c(=O)c(S(=O)(=O)c1ccc(C)cc1)cn2CC(=O)Nc1ccc(C)cc1,1%
COc1ccnc(Oc2ccc(F)cc2)c1C(=O)N/C=N/OCc1ccccc1,-47%[inhibitor]
CCOC(=O)CSC1=Nc2ccccc2C2=NC(CCC(=O)NCc3ccc(F)cc3)C(=O)N12 (stereo not given),0%
CN(CC(=O)Nc1ccc(Cl)cc1)CC(=O)Nc1ccc(F)c(F)c1F,13%
CCc1ccccc1NC(=O)Cn1nc2c3cc(F)ccc3n(Cc3cccc(C)c3)cc-2c1=O,-5%
COc1ccc(N(CC(=O)NCc2cccs2)S(=O)(=O)c2ccc(C(C)=O)cc2)cc1,9%
COc1ccccc1NC(=O)COC(=O)c1c(NC(C)=O)sc(C)c1C,3%
COc1ccc(NC(=O)c2ccc(COc3ccccc3OC)o2)cc1OC,3%
COc1cc(NC(=S)N2CCCC(C)C2)c(OC)cc1Cl (stereo not given),1%
Cc1cccc(NC(=O)c2nc[nH]c2C(=O)Nc2ccccc2F)c1,1%
Cc1ccc(NC(=O)CN2C(=O)c3ccccc3Sc3ccc(C(=O)N4CCOCC4)cc32)c(Cl)c1,5%
CC(=O)NS(=O)(=O)c1ccc(NS(=O)(=O)c2ccccc2[N+](=O)[O-])cc1,-8%
COc1ccc(/C=C(/NC(=O)c2ccccc2)C(=O)N2CCOCC2)cc1OC,2%
Cc1cc(C)c(NC(=O)CSc2nc3ccccc3c3nc(CCn4cncc4C)nn23)c(C)c1,4%
CNc1nc2cc([N+](=O)[O-])c([N+](=O)[O-])cc2nc1NC,-6%
O=C(c1c[nH]c2ccc(S(=O)(=O)Nc3ccccc3F)cc2c1=O)N1CCCCCC1,0%
COCCOc1cc(N)c(Cl)cc1Cl,-2%
Cc1ccc(S(=O)(=O)c2nnn3c2nc(NC2CCCCCC2)c2sccc23)cc1C,1%
CCc1ccccc1NC(=O)CSc1nnc(-c2nonc2NC(C)=O)n1C,7%
COC(=O)C1=C(C)NC(=S)NC1c1ccco1 (stereo not given),-2%
CN(C(=O)c1cc(S(=O)(=O)N2CCc3ccccc32)cn1C)C1CCCCC1,-8%
Cc1nc(CC(=O)Nc2cccc(C)c2C)cs1,2%

# Exported as tab-separated lines: 18 of the compounds above.
SMILES	aSyn tox rescue
COC(=O)c1ccc(NC(=O)Cn2c(-c3nonc3N)nc3ccccc32)cc1	-12%
CC(C)(C)C(=O)Nc1ccc2nc(SCCOc3ccccc3Cl)sc2c1	-5%
Cc1ccc(C(=O)NCC2CCCN2S(=O)(=O)c2ccc(C)cc2)cc1 (stereo not given)	-1%
O=c1nc2ccccc2c2n1CC(CN1CCN(C(c3ccccc3)c3ccccc3)CC1)N2 (stereo not given)	9%
Cc1cn2c(=O)c(S(=O)(=O)Nc3ccc(OC(F)(F)F)cc3)c(C)nc2s1	?
CCOC(=O)c1cccc(NC(=O)CC2C(=O)N(c3ccccc3)C(=O)N2Cc2ccco2)c1 (stereo not given)	0%
COc1ccc(NC(=O)C[C@H]2C(=O)N(C3CCCCC3)C[C@@H]2c2ccccc2)cc1	7%
CCc1ccccc1NC(=O)Cn1c(=O)n(-c2ccc(C)c(C)c2)c(=O)c2oc3ccccc3c21	0%
CCOc1ccc2c(c1)c(=O)c(S(=O)(=O)c1ccc(C)cc1)cn2CC(=O)Nc1ccc(C)cc1	1%
COc1ccnc(Oc2ccc(F)cc2)c1C(=O)N/C=N/OCc1ccccc1	-47%[inhibitor]
CCOC(=O)CSC1=Nc2ccccc2C2=NC(CCC(=O)NCc3ccc(F)cc3)C(=O)N12 (stereo not given)	0%
CN(CC(=O)Nc1ccc(Cl)cc1)CC(=O)Nc1ccc(F)c(F)c1F	13%
CCc1ccccc1NC(=O)Cn1nc2c3cc(F)ccc3n(Cc3cccc(C)c3)cc-2c1=O	-5%
COc1ccc(N(CC(=O)NCc2cccs2)S(=O)(=O)c2ccc(C(C)=O)cc2)cc1	9%
COc1ccccc1NC(=O)COC(=O)c1c(NC(C)=O)sc(C)c1C	3%
COc1ccc(NC(=O)c2ccc(COc3ccccc3OC)o2)cc1OC	3%
COc1cc(NC(=S)N2CCCC(C)C2)c(OC)cc1Cl (stereo not given)	1%
Cc1cccc(NC(=O)c2nc[nH]c2C(=O)Nc2ccccc2F)c1	1%

# The list continues:
SMILES,aSyn tox rescue
CCOC(=O)C1CCN(c2nc3c(S(=O)(=O)c4ccccc4)nnn3c3ccc(Cl)cc23)CC1,0%
O=C(CN(Cc1ccccc1)S(=O)(=O)c1ccc(Cl)cc1)NCC1CCCO1 (stereo not given),5%
CC(C)COc1ccccc1C1CC(=O)Nc2cc3c(cc21)OCO3 (stereo not given),-4%
Cc1c(N=C2C=CC(=O)c3ccccc32)c(=O)n(-c2ccccc2)n1C,-77%[inhibitor]
CNC(=S)N1CCN(c2ccccn2)CC1,-2%
C=CCNC(=S)NNC(=O)c1cc(Cl)ccc1OC,9%
CN(Cc1nc(-c2ccc(Cl)cc2)no1)S(=O)(=O)c1ccccc1,0%
Cc1cc(C)c2c(=O)cc(C(=O)Nc3ccc(S(=O)(=O)Nc4onc(C)c4C)cc3)oc2c1,-56%[inhibitor]
COc1ccc(NC(=O)CSc2oc(-c3cccs3)nc2S(=O)(=O)c2ccc(Br)cc2)c(OC)c1,1%
OC(CN1CCCCC1)Cn1c2ccccc2c2cc(Br)ccc21 (stereo not given),-3%
CN1CCN(CCCNC(=O)CCC(=O)N2CCOc3ccccc32)CC1,11%
CC(C)(C)OC(=O)N1CCC(c2c(C(=O)N3CCN(c4ccccn4)CC3)cnn2-c2ccccc2)CC1,1%
Cc1cc(NC(=O)CS(=O)(=O)c2cn(C)c3ccccc23)no1,0%
CC(C)Cc1oc(C(=O)O)cc1CN1CCOCC1,9%
COc1ccc(CNS(=O)(=O)c2cc3c(cc2Cl)NC(=O)CO3)cc1,6%&4%
COc1ccc(OC)c(-n2nnc(-c3nc(-c4ccc5c(c4)OCO5)no3)c2C)c1,-1%
Cc1ccc(S(=O)(=O)c2cn(CC(=O)Nc3cccc(Cl)c3)c3ccccc3c2=O)cc1,4%
COCCCNc1nc2nonc2nc1N1CCN2CCCC2C1 (stereo not given),8%
Cc1ccccc1C(=O)Nc1c(C(=O)Nc2cccc(F)c2)oc2ccccc12,-1%
CCOC(=O)c1cc(C)n(CC2CCC(C(=O)Nc3cccc(C)c3)CC2)c1C (stereo not given),13%
CN(C)CCCN(C(=O)c1ccc(Br)s1)c1nc2ccc(F)cc2s1,-3%
Cc1ccc(-c2nnc(Nc3cccc(Br)c3)c3ccccc23)cc1S(=O)(=O)N1CCN(C)CC1,0%
COCCCNc1ncnc2onc(-c3ccc(F)cc3)c12,-8%
Cc1nc(SCc2ccccc2F)c2oc3ccccc3c2n1,5%
OCC1OC(Nc2ccccc2C=NO)C(O)C1O (stereo not given),-5%
Cc1[nH]nc(SCC(=O)N2CCCCCC2)c1[N+](=O)[O-],-10%
O=c1cc(-c2ccccc2)nc(Sc2ccc([N+](=O)[O-])cc2[N+](=O)[O-])[nH]1,0%
Cc1ccc(N2CC(NC(=O)Cc3cccs3)CC2=O)cc1 (stereo not given),-8%
CCn1c(=O)cc(C(=O)OC)sc1=Nc1ccc(F)c(F)c1,1%
COc1cc(C=CC(=O)N2CCN(CC(=O)N3CCCC3)CC2)cc(OC)c1OC,-7%
COc1ccccc1NC(=O)CSc1nnc2c3ccccc3n(C)c2n1,7%
Cc1ccc2oc(=O)c3cc(C(=O)NCc4ccc(Cl)cc4)sc3c2c1,5%
Cc1ccc2c(=O)cc(C(=O)Nc3ccc(S(=O)(=O)N4CCCCC4C)cc3)oc2c1C (stereo not given),-4%
Cc1ccccc1NC(=O)C1CCN(C(=O)c2cnn(-c3ccccc3)c2-n2cccc2)CC1,0%
CC1CCN(C(=O)COC(=O)c2cccc(S(=O)(=O)N3CCOCC3)c2)CC1,4%
CCOC(=O)C1CCCN(C(=O)c2ccc3c(c2)N(Cc2ccccc2)C(=O)c2ccccc2S3(=O)=O)C1 (stereo not given),-3%
COc1ccc(-c2coc3cc(O)cc(O)c3c2=O)cc1OC,0%
CCC(C)NC(=O)c1cc2n(n1)CCCN(Cc1ccc(C)cc1)C2=O (stereo not given),-9%
COc1ccc(S(=O)(=O)Nc2cc3c(cc2NCc2ccccc2)n(C)c(=O)n3C)cc1OC,-12%
Cc1cccc(N(C)C(=O)CN(C)S(=O)(=O)c2ccc3[nH]c4c(c3c2)CCCC4)c1,3%
Cc1nn(C)cc1/C=N/NC(=O)c1ccco1,0%
Cc1nc(-n2nc(C)c(Cc3ccccc3Cl)c2C)sc1C(=O)N1CCC(C)CC1,0%
Cc1ccc(NC(=O)CSc2nnnn2-c2cccnc2)c(C)c1,4%
COc1ccc(C(=O)Nc2ccc3c(c2)OCO3)cc1S(=O)(=O)N1CCOCC1,2%
CCOC(=O)C1(Cc2ccccc2)CCN(Cc2cnn(C(C)C)c2)CC1,-4%
Cc1ccc(-c2nnc(SCC(=O)N3CCc4ccccc43)o2)cc1,-3%
CCC(C)(C)NC(=O)C(C(C)C)N(CC1CCCO1)C(=O)CNS(=O)(=O)c1ccccc1 (stereo not given),7%
Cc1ccc(C(CNS(=O)(=O)c2ccc(F)cc2C)N2CCN(C)CC2)cc1 (stereo not given),5%
CC1(CC(=O)N/N=C/c2cc3c(cc2Br)OCO3)OCCO1,7%
CC(C)CCNC(=O)CCCCn1c(=O)[nH]c2ccsc2c1=O,2%
# (more compounds)
SMILES,aSyn tox rescue
Cc1ccc2onc(CNC(=O)NCc3ccc(Cl)cc3)c2c1,1%
O=c1cc(N=Nc2ccc(Cl)cc2)[nH]c(=O)[nH]1,-11%
COc1cccc(-n2c(=O)c3c(C)c(C(=O)N(C)C)sc3n(CC(=O)NCC3CCCO3)c2=O)c1 (stereo not given),3%
CCc1ccccc1NC(=S)N1CCNC(=O)C1CC(=O)OC (stereo not given),-13%
CC1=C(C(=O)N(C)C)CC(CC(=O)NC2CCCC2)C(=O)N1CCCN1CCCC1=O (stereo not given),-2%
CN(C)S(=O)(=O)c1cccc(C(=O)NCC(=O)NC2CCN(Cc3ccccc3)CC2)c1,-8%
CCOC(=O)COc1ccc(C(=O)Nc2cccc(Cl)c2C)cc1,5%
CCOc1ccc2nc(N3CCCC(C(=O)Nc4cccc(Cl)c4C)C3)sc2c1 (stereo not given),-6%
CCCN(C(=O)c1cc(CC)c(C)s1)c1c(N)n(Cc2ccccc2)c(=O)[nH]c1=O,-6%
O=S(=O)(c1ccc(-c2ccccn2)s1)N1CCC2(CC1)OCCO2,-10%
Nc1ccc2c(C(F)(F)F)cc(C(F)(F)F)nc2n1,6%
N#Cc1nc(-c2ccc(COc3ccccc3)o2)oc1N1CCN(c2ccccc2)CC1,5%
O=C(C/C=N\OCc1ccc([N+](=O)[O-])cc1)Nc1ccc(F)cc1F,0%
COC(=O)c1[nH]c2cccc(OC)c2c1NC(=O)CCN1CCSCC1,1%
COCCn1c(C)cc(O)c(C(c2ccccc2F)N2CCN(c3ccccc3)CC2)c1=O (stereo not given),1%
COCCOC(=O)c1c(C)n(S(=O)(=O)c2ccc(C)cc2)c2ccc(NS(=O)(=O)c3ccc(C)cc3)cc12,-2%
COc1ccc(C(C)=O)cc1CSc1nnnn1-c1ccc(O)cc1,5%
CCOc1ccc(N2CC(NC(=O)c3ccc(S(=O)(=O)N4CCCCC4)cc3)CC2=O)cc1 (stereo not given),2%
CC1CCC(NC(=O)c2cc3c(=O)n(C)c4ccccc4c3n2C)CC1 (stereo not given),-4%
Cc1ccc(OCCC(=O)Nc2ccccc2C(=O)N2CCCCC2)cc1,-5%
COc1ccc(C(=O)Oc2ccc(-c3nnco3)cc2)cc1S(=O)(=O)N1CCOCC1,5%
CCC(C)C(CO)NCCCn1cnc2c(OC)ncnc21 (stereo not given),0%
CCn1c(SCC(=O)Nc2c(C)cccc2C)nnc1-c1nonc1NC(C)=O,1%
CCN1CCN(c2nc3c(S(=O)(=O)c4ccc(C)cc4)nnn3c3ccsc23)CC1,-2%
CC(=O)N1CCOc2cc(S(=O)(=O)N3CCN(c4ccccc4)CC3)c(Cl)cc21,-6%
COc1ccc(Cl)cc1NC(=O)CN(C)C(=O)c1n[nH]c2ccccc12,-3%
COC(=O)c1c(NC(=O)CCCOc2ccc(C)cc2)sc2c1C(C(=O)OC)CC2 (stereo not given),-46%[inhibitor]
CC(NC(=O)Cn1c(-c2cccs2)cc2cc(F)ccc21)c1ccccc1 (stereo not given),3%
CC(C)CCNC(=O)Cc1ccc(NC(=O)N2CCCCc3ccccc32)cc1,7%
COc1ccc(OC)c(C(=O)CSc2ncc3c(n2)-c2ccccc2N(Cc2ccccc2C)S3(=O)=O)c1,0%
CCCCc1nnc(NC(=O)c2oc3ccc(OC)cc3c2C)s1,-6%

# From PubChem BioAssay

# Not all compounds are listed (hit frequency here may not be typical).
